Screens from PubChem.
HGIII-sPLA2 inh – human group III sPLA2 inhibitors, primary screen, biochemical, QFRET, BODIPY PC-A2 liposome substrate; Group 3 secretory phospholipase A2 (Homo sapiens), Q9NZ20; QFRET BODIPY PC-A2 liposome hydrolysis, fluorescence; inhibition, % at 12.2 µM; 0.56% of 370,000 active; AID 743126, 2013;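 active = inhibition above mean plus 3 SD of compounds lying within the high and low control bounds, cut at about 19% in these data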;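 also: 0% = median of test compound wells and 100% = no enzyme DMSO wells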
Target sequence (Q9NZ20 whole entry, looked up): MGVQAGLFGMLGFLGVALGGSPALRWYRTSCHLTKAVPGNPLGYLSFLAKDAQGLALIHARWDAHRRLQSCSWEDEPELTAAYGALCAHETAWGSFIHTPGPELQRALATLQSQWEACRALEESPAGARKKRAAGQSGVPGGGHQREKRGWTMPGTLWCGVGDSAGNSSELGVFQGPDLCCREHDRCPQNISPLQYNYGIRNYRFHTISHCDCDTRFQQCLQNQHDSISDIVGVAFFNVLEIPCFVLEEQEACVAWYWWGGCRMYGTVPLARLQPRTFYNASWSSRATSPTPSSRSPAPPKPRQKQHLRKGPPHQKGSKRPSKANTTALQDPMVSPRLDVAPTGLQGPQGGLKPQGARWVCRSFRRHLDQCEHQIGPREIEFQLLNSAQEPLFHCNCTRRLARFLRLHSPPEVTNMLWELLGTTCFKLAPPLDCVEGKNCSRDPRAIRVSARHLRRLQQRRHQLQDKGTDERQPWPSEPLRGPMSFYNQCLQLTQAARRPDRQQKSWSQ
hcDAF-12 act – H. contortus DAF-12 nuclear receptor activators, primary screen, cell-based, luminescence, HEK293, lit1-tk-luc reporter | AID 652067, 2013 | activation, % at 6.8 µM | 1.4% of 370,000 active | HEK293 hcDAF-12 lit1-tk-luc reporter; 0% DMSO, 100% Δ7-dafachronic acid;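 active = activation above the mean of all tested compounds plus 3 SD, cut at about 5.5% in these data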;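 also: 100% = response to 3 µM Δ7-dafachronic acid high control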
NPR1 activator – GC-A stimulated cGMP production enhancers – HEK293 GC-A cells, cGMP TR-FRET, EC30 ANP, primary screen. Atrial natriuretic peptide receptor 1 (Homo sapiens), P16066. 0% at EC30 ANP, 100% saturating ANP. activation, % at 10 µM. 0.14% of 370,000 active. AID 1671463, 2021; in the data active = activation above about 40%
GC-B act – human GC-B receptor activators, primary screen, HEK293 GC-B cells, cGMP TR-FRET, EC30 CNP; Atrial natriuretic peptide receptor 2 (Homo sapiens), P20594; 0% at EC30 CNP, 100% saturating CNP; activation, % at 10 µM; 0.11% of 370,000 active;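 active = activation at 10 µM reaching about 35% in either raw or pattern-adjusted values, limit read from the data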
ssDAF12 agonist – S. stercoralis DAF-12 nuclear receptor activators, primary screen, cell-based, luminescence, HEK293, GRIP1 co-expression, lit1-tk-luc; Nuclear hormone receptor DAF-12 (Strongyloides stercoralis); HEK293 ssDAF-12/GRIP1 lit1-tk-luc reporter; % of 3 µM dafachronic acid response; activation, % at 6.8 µM; 1% of 370,000 active; AID 652126, 2013;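 active = activation above the mean over all tested compounds plus 3 SD, cut at about 0.9% in these data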;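 also: 0% = DMSO-only wells and 100% = 3 µM delta7-dafachronic acid wells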
ADAM10 inh – human ADAM10 inhibitors, primary screen, biochemical, QFRET, HTS | Disintegrin and metalloproteinase domain-containing protein 10 (Homo sapiens), O14672 | recombinant ADAM10, EDANS/DABCYL FRET peptide cleavage, 3 h | inhibition, % at 7 µM | 0.62% of 370,000 active | AID 720582, 2013;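 active = inhibition above a per-campaign cutoff equal to the mean of compounds falling between control-based bounds plus 3 SD, cut at about 20% in these data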;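 also: 0% = DMSO wells while the 100% control is not disclosed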
Target sequence (O14672 214-748 limits assumed): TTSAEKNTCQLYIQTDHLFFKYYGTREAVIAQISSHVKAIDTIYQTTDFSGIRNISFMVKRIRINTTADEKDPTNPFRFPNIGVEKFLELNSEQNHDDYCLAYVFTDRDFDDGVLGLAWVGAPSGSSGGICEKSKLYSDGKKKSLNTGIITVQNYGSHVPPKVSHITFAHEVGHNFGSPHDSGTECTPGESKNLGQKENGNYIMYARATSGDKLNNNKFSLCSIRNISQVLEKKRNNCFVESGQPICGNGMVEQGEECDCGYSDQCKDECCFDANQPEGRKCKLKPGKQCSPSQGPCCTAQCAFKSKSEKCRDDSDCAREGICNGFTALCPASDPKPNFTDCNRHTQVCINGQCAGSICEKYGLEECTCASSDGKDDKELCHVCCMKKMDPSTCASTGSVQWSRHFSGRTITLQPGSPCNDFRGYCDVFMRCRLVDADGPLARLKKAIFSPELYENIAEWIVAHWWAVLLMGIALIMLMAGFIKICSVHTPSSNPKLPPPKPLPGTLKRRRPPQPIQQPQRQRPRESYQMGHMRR
GAA850 FXN act – FXN promoter activators, primary screen, cell-based, luciferase luminescence, HEK293 lucGAA850 | HEK293 lucGAA850 FXN promoter luciferase reporter, 24 h; percent of 10 µM SAHA response | activation, % at 6 µM | 0.56% of 360,000 active;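 active = activation above the average of all compounds screened plus 3 SD, cutoff fixed separately per campaign, cut at about 7.5% in these data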;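 also: 0% = DMSO wells and 100% = 10 µM SAHA wells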
hgDAF12 agonist – H. glycines DAF-12 receptor agonists, primary screen, cell-based, luminescence, HEK293, GAL4 fusion, UAS-luciferase; 1.8% of 370,000 active; activation, % at 6.8 µM; Nuclear hormone receptor DAF-12 (Heterodera glycines), GAL4 fusion; HEK293 GAL4-hgDAF12 UAS-luciferase reporter, agonist luminescence; normalized to butyrate control;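 active = activation above a cutoff set at the mean of all screened compounds plus 3 SD, cut at about 10% in these data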;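 also: 0% = DMSO wells and 100% = sodium butyrate wells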
SMARCA2 activ – SMARCA2 (BRM) function activators, primary screen, cell-based, luminescence, high throughput; activation, % at 9.1 µM; 1% of 370,000 active; MG213 cells, MMTV-luciferase reporter, dexamethasone, overnight; AID 652017, 2013; in the data active = activation above about 7.8%;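 also: 0% = vehicle wells and 100% = reference activator wells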
DAX1 inh-1 – DAX1 (NR0B1) inhibitors on StAR promoter, primary screen, cell-based, luminescence, SF-1 (NR5A1), full-length DAX-1; HEK293T StAR-luciferase reporter, SF-1/DAX-1 repression relief; inhibition, % at 6.8 µM; 1.1% of 370,000 active; AID 652010, 2013;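 active = inhibition above the mean over all tested compounds plus 3 SD, cut at about 3.6% in these data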;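 also: 0% = DAX-1 cells with DMSO and 100% = cells lacking DAX-1 with DMSO; higher inhibition means more luminescence from relief of DAX-1 repression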
DAX1 inh-2 – DAX1 (NR0B1) inhibitors, primary screen, cell-based, HEK293, Gal4-DAX1, luciferase luminescence. Nuclear receptor subfamily 0 group B member 1 (Homo sapiens), P51843. HEK293 Gal4-DAX1 luciferase reporter. inhibition, % at 6.75 µM. 0.99% of 340,000 active. AID 504766, 2011;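 active = inhibition above the mean over all tested compounds plus 3 SD, cut at about 4.2% in these data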;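 also: 0% = DAX1-transfected cells with DMSO and 100% = empty-vector control cells with DMSO; inhibition shows as a rise in luminescence from relieved DAX1 repression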
An asterisk follows results filed as active; . = not tested or not shown.

SMILES	HGIII-sPLA2 inh	hcDAF-12 act	NPR1 activator	GC-B act	ssDAF12 agonist	ADAM10 inh	GAA850 FXN act	hgDAF12 agonist	SMARCA2 activ	DAX1 inh-1	DAX1 inh-2
c1coc(-c2cc3nc(NCc4ccc5c(c4)OCO5)ccn3n2)c1	-2.2	1.1	1.6	2.0	-0.7	-31.4	2.0	4.5	1.0	-0.1	.
COCCCNC(=O)C1CCC(CNS(=O)(=O)c2ccc3c(c2)N(C(C)=O)CCO3)CC1 (configuration not stated)	2.9	1.7	7.5	2.3	-0.6	-0.9	0.8	-1.5	-4.0	-0.2	-0.3
CCOC(=O)NCCOC(=O)Nc1ccc(Cl)cc1	1.3	0.0	0.5	-1.4	-1.1	1.6	-0.1	-1.2	-2.3	0.2	-0.4
Cc1ccccc1S(=O)(=O)Cc1ccc(C(=O)NCCN(CC(C)C)CC(C)C)o1	-13.0	-0.1	0.5	1.2	-0.6	1.7	2.7	4.4	-1.0	-0.5	-1.0
CC(C)n1nnnc1C1c2ccccc2C(=O)N1CCCN1CCOCC1 (configuration not stated)	0.5	-0.8	2.0	-4.8	-0.9	-0.5	.	2.1	-1.2	2.4	.
O=c1c(C(c2ccccc2)c2c(O)nc3n(c2=O)CCCS3)c(O)nc2n1CCCS2	1.5	0.6	-1.7	-0.7	-1.0	-6.1	0.4	-2.5	-2.5	1.3	0.9
CC1CCCN(CCCOc2ccc(Cl)cc2Br)C1 (configuration not stated)	-2.0	3.0	0.9	-0.9	-1.0	-7.0	4.1	2.1	-0.6	0.5	0.6
CCn1nc(C)cc1C(=O)N1CCc2c([nH]c3ccccc23)C1c1cc(F)ccc1F (configuration not stated)	-22.9	6.2*	-8.0	-3.4	0.8	7.2	3.4	14.4*	9.0*	0.7	.
COCc1cc(N2CCNC[C@H]2C)ccc1N1CCN(Cc2ccccc2)[C@H](C)C1	-4.7	-0.2	0.8	5.1	-0.4	-10.7	.	-0.9	-0.1	0.2	.
O=Cc1c[nH]c2ccc(C(=O)c3ccccc3)cc12	-7.0	-1.3	6.4	2.8	-0.5	17.2	-0.1	4.8	2.2	-0.2	-0.6
CSCCC(NC(=O)c1ccc(Cl)cc1Cl)C(=O)NCc1ccccn1 (configuration not stated)	-3.6	-1.1	-4.1	1.5	-1.2	-2.2	2.1	-1.0	-1.4	0.1	0.0
S=C(c1ccccc1)N1CCSCC1	3.4	0.6	1.8	-2.6	-1.0	-0.8	2.1	-0.8	1.7	0.1	-0.8
NC(=O)CSc1nnc(-c2ccccn2)n1Cc1ccco1	5.9	0.8	-1.5	-2.1	-1.2	1.0	-0.7	0.8	-1.3	0.1	2.4
CCOC(=O)CN1C(=O)N(c2ccccc2OC)S(=O)(=O)c2ccccc21	1.3	-1.8	4.4	5.3	-0.7	-0.1	-0.8	4.2	-0.5	-0.3	2.9
c1ccc(CNC2CC3CCC2C3)cc1 (configuration not stated)	5.8	0.2	3.1	5.5	0.9*	7.0	1.1	3.9	-1.2	-0.1	-1.2
O=S(=O)(NCc1ccccc1)NCc1ccccc1	-1.2	-1.2	-0.4	-5.0	-1.3	0.3	0.6	3.4	0.6	-0.2	0.6
Cc1ccc(N)cc1CN1CCCC1=O	1.6	0.3	1.5	1.7	-0.9	-0.7	1.0	1.6	0.1	-0.8	0.3
O=C(c1cccnc1)N1CCN(S(=O)(=O)c2ccc3ccccc3c2)CC1	7.2	-1.1	-9.5	4.4	-1.6	-5.5	0.5	-3.6	-5.7	-1.0	-0.6
CC(=O)c1c(C(C)=O)c(C)n(-c2ccc(N)cc2)c1C	0.2	-1.8	1.4	-1.1	-1.2	1.0	1.6	-1.3	0.3	-0.8	0.9
O=C1Nc2ccccc2/C1=N/N=C/c1cccc(O)c1	7.9	0.4	-13.2	-5.6	-0.9	-6.6	0.3	1.2	1.9	0.7	-1.3
CC1Sc2ccc(S(=O)(=O)N3CCC(C(N)=O)CC3)cc2NC1=O (configuration not stated)	-2.3	-0.8	3.7	5.4	-1.2	-3.1	-1.7	-2.5	-1.9	-0.2	0.5
O=C(OCC(=O)N1CCN(C(=O)c2ccco2)CC1)C1=COCCO1	-0.3	0.2	4.4	2.6	-0.9	-8.9	-0.8	2.1	-0.7	-0.1	-0.9
CCOC(=O)c1c(SCc2ccccc2)n[nH]c1N	-2.1	-1.0	4.5	4.0	-0.8	1.6	1.5	0.5	-0.6	-0.8	1.8
O=C(Nc1ccccc1Cl)C1C(c2ccccc2)C1(Cl)Cl (configuration not stated)	10.9	-2.9	4.0	-1.2	-1.9	6.9	1.1	-1.3	-3.8	-0.4	-0.8
O=c1oc2ccccc2n1Cc1cccc(C(F)(F)F)c1	1.0	-1.2	-0.8	-1.8	-2.0	-0.2	0.0	-0.7	-4.2	-0.3	-0.7
Cc1ccc(NC(=O)C2CC(=O)N(c3ccccc3Cl)C2)cc1S(=O)(=O)N1CCOCC1 (configuration not stated)	3.2	-1.6	1.6	-2.1	-0.3	-8.3	3.2	-4.0	-3.0	-0.2	-0.3
CC(C)(C)c1ccc(S(=O)(=O)N2CCC(N3CCCCC3)CC2)cc1	-7.4	-0.8	-3.2	5.7	-1.2	0.5	0.9	-1.1	3.4	0.8	1.0
Clc1ccc(NC2=NCCC2)cc1Cl	0.7	0.8	-2.4	-3.1	-0.5	-8.3	0.0	-1.2	-0.6	0.0	2.1
O=C(CNC(=O)c1ccccc1)NCC(=O)OCC(=O)c1ccccc1	0.2	-0.6	2.1	-2.9	-0.4	0.5	0.4	-0.6	-1.9	0.2	0.0
CCOc1ccc(-n2c(COc3ccccc3)nnc2SCC(N)=O)cc1	12.3	0.6	-2.5	-4.3	-1.0	-0.6	-1.1	0.9	-3.9	-0.8	1.4

Sorted by formula weight (lowest first): some entries from above.
SMILES	HGIII-sPLA2 inh	hcDAF-12 act	NPR1 activator	GC-B act	ssDAF12 agonist	ADAM10 inh	GAA850 FXN act	hgDAF12 agonist	SMARCA2 activ	DAX1 inh-1	DAX1 inh-2
Clc1ccc(NC2=NCCC2)cc1Cl	0.7	0.8	-2.4	-3.1	-0.5	-8.3	0.0	-1.2	-0.6	0.0	2.1
O=C(CNC(=O)c1ccccc1)NCC(=O)OCC(=O)c1ccccc1	0.2	-0.6	2.1	-2.9	-0.4	0.5	0.4	-0.6	-1.9	0.2	0.0
CC1Sc2ccc(S(=O)(=O)N3CCC(C(N)=O)CC3)cc2NC1=O (configuration not stated)	-2.3	-0.8	3.7	5.4	-1.2	-3.1	-1.7	-2.5	-1.9	-0.2	0.5

Following part:
SMILES	HGIII-sPLA2 inh	hcDAF-12 act	NPR1 activator	GC-B act	ssDAF12 agonist	ADAM10 inh	GAA850 FXN act	hgDAF12 agonist	SMARCA2 activ	DAX1 inh-1	DAX1 inh-2
CC(=O)N1CCCc2cc(S(=O)(=O)N3CCC(C)CC3)ccc21	13.8	-0.1	6.9	1.5	-0.9	-10.5	-3.4	-1.4	-1.5	0.2	-1.2
c1ccc(C2[C@H]3CN(CC4CCCCC4)[C@H](c4ccccc4)C34CC2(c2cccnc2)C4)cc1 (some centres not stated)	4.1	2.3	-11.6	-15.1	-1.6	-4.2	-2.3	-0.8	1.1	0.6	-1.0
c1ccc(CCc2cn(C[C@H]3CC[C@@H]([C@@H]4CC[C@H](Cn5cc(CCc6ccccc6)nn5)O4)O3)nn2)cc1	-5.5	-0.6	-4.2	0.5	-0.9	7.7	0.0	0.7	-0.2	-0.2	1.0
CCO[C@@H]1OC(C(=O)N2CCCCCCC2)=C[C@H](c2ccc(C(F)(F)F)cc2)[C@H]1CCCO	-0.9	-1.9	0.0	2.8	-0.9	8.3	2.5	0.2	0.3	-0.8	1.4
CCOC(=O)N1CCN(C(=O)CNC(=O)c2ccc(Br)cc2)CC1	3.9	1.1	2.7	-0.7	-1.3	3.6	1.4	0.9	-0.4	-0.6	0.1
CCOC(=O)C1CCCN(CC(=O)Nc2cccc(C(C)=O)c2)C1 (configuration not stated)	3.2	0.8	-1.4	-1.3	-1.9	2.8	0.4	-0.1	-3.1	-0.9	3.1
CC(=O)NC(Cc1ccccc1)C(C)=O (configuration not stated)	-4.2	-0.8	0.5	7.7	-0.9	-1.6	1.7	0.5	0.5	-0.1	-1.2
COc1cc(NC(=O)c2ccc(-c3cn[nH]c3)c3ccoc23)cc(OC)c1OC	-13.0	-3.5	4.2	5.1	-1.9	-0.4	-1.2	-5.0	-2.5	-2.2	.
O=C(CNC(=O)c1ccco1)Nc1cccc(Cl)c1	-0.3	5.8*	6.0	2.1	0.2	7.7	-0.4	1.3	-0.8	0.0	0.2
CCc1ccc(OCC(=O)NC(=S)Nc2ccc(C(C)=O)cc2)c(Br)c1	1.4	-0.9	2.4	1.8	-1.0	4.9	0.3	-1.2	-0.1	0.0	-0.9
COC(=O)N1CC=CC1(C)C(=O)NCc1cc(F)cc(C(F)(F)F)c1 (configuration not stated)	9.8	-1.7	-0.5	6.3	-1.3	6.9	-0.6	-0.5	1.1	-0.7	-1.7
CCOc1ccc(S(=O)(=O)n2cc(F)c(=O)[nH]c2=O)cc1[N+](=O)[O-]	6.9	-0.2	-0.1	2.4	-1.3	0.3	-0.2	-4.8	-6.7	0.3	0.6
CCC(C)(C)NC(=O)C1CCN(S(=O)(=O)c2cccs2)CC1	-1.8	-1.0	1.2	1.7	-1.4	-3.8	-0.3	-0.7	0.6	-0.1	.
Cc1ccc(SCCC(=O)NNC(=O)c2ccccc2F)cc1	-9.5	1.4	0.6	-0.4	-1.0	2.0	1.1	-3.9	-1.4	-0.1	1.0
CCCCN(C(=O)/C=C/c1ccc(OC)cc1)C1CCS(=O)(=O)C1 (configuration not stated)	2.9	-0.6	0.2	-1.1	-1.2	-3.8	2.5	3.3	0.6	-1.1	-0.9
CN1c2ccsc2/C(=N/Nc2ccc(F)cc2)CS1(=O)=O	11.2	7.1*	0.6	5.0	4.7*	5.2	4.6	9.4	9.4*	1.6	5.9*
OCCC1CN(Cc2ccc(F)cc2)CCN1CCc1ccccc1 (configuration not stated)	2.9	-0.6	3.6	3.1	-0.9	-7.4	-3.1	-2.5	-1.3	0.4	1.6
